Screening results: PubChem, several laboratories
RTF Ca sens act: cardiac RTF calcium sensitization. P19429+P45379. IANBD-labeled TnC RTF fluorescence at EC20 calcium; 0% EC20 calcium, 100% full calcium. actives 0.24% (n = 340,000). AID 493008. activation, % at 7.2 µM;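 active = activation above the mean over all tested compounds plus 3 SD, cut at about 30% in these data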;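 also: rise in fluorescence read as greater calcium sensitivity of cardiac thin filaments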
Cardiac RTF inh: cardiac RTF calcium desensitization | P19429+P45379 | IANBD-labeled cardiac RTF, Ca2+ fluorescence | inhibition, % at 7.15 µM | actives 0.12% (n = 340,000);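 active = inhibition above the mean inhibition of all tested compounds plus 3 SD, cut at about 17% in these data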;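 also: assay run at fixed EC70 calcium of 1.6 mM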
C-LANA FP: KSHV C-LANA DNA binding inhibition. inhibition, % at 9 µM. actives 0.078% (n = 340,000). AID 504423. MBP-C-LANA/FAM-LBS DNA binding, fluorescence polarization;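 active = highest replicate inhibition at or above 60% at 9 µM, even if other replicates fall short; inactive = all replicates below 60% inhibition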;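 also: 0% = neutral control wells and 100% = 4 µM acridine orange control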
Rtt109 Vps75: blocks Candida albicans Rtt109/Vps75 acetyltransferase activity | actives 0.16% (n = 330,000) | inhibition, % at 34.9 µM | Q5AAJ8 | purified Rtt109/Vps75, ThioGlo CoA-SH fluorescence, 4 h;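 active = inhibition of at least 50% in every replicate; inconclusive = best replicate reaches 50% inhibition but some replicates fall short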
Target sequence (Q5AAJ8 whole entry, looked up): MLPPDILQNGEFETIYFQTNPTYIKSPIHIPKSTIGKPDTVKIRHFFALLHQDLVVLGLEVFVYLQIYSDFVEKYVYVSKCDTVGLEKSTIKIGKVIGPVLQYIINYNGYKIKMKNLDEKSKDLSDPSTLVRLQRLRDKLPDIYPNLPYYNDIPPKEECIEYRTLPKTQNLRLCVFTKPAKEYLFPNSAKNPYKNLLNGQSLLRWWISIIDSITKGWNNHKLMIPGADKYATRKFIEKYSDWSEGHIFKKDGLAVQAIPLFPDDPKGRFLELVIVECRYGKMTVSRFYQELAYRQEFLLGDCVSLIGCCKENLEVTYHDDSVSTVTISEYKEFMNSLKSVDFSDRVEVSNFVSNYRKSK
DAGLB inh: blocks human DAGLB lipase activity; Q8NCG7; actives 0.059% (n = 340,000); inhibition, % at 5.17 µM; HEK293T DAGLB membrane lysate, EnzChek fluorogenic substrate; in the data active = inhibition above about 34%;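 also: 0% = enzyme with vehicle and 100% = wells lacking enzyme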
CAL PDZ FP-1: inhibitors of human CAL PDZ peptide binding; Q9HD26; actives 0.02% (n = 330,000); inhibition, % at 20 µM; AID 504414; purified CAL PDZ, TMR-peptide fluorescence polarization, 1 h;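 active = highest replicate inhibition of at least 40%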;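 also: plate controls were DMSO neutral control wells for no effect and unlabeled competitor peptide control wells for full effect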
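Test system: tagged CAL PDZ domain / Buffer or medium: sodium phosphate/NaCl buffer pH 7.4 with TCEP, IgG, Thesit / Reagent: TMR-labelled reporter peptide T*-PRC34 bound in PDZ groove / Compound dosing: single point, 20 µM / Schedule: 1 h incubation at room temperature before polarization reading / Technique: fluorescence polarization (mP) / Benchmarks: unlabelled peptide, DMSO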
Keap1 Nrf2 FP: disrupts human Keap1 binding to Nrf2 peptide; Keap1 Kelch-Nrf2 peptide fluorescence polarization, 1536-well; AID 504523; inhibition, % at 9.4 µM; actives 0.15% (n = 340,000); in the data active = inhibition above about 12%; inconclusive = no clear call, values can overlap the other calls; inactive = below about 7.3%;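 also: human Keap1 Kelch domain with fluorescein labeled Nrf2 9mer peptide probe; 0% = neutral control wells and 100% = peptide positive control; higher means more block of Keap1 binding to Nrf2 peptide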
PKA-R2B act: PKA-R2B complex activation; PKA-R2B holoenzyme dissociation, Cy5-IP20 fluorescence polarization; R2B truncated from residue 108, S112A mutant; 0% DMSO only, 100% 113 µM cGMP; activation, % at 11.4 µM; actives 0.079% (n = 340,000); AID 504700;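 active = activation above a cutoff set at the mean over all compounds plus 3 SD, cut at about 18% in these data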;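 also: higher means more holoenzyme dissociation and a rise in polarization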
Target sequence (P31323 whole entry, looked up, other chains not shown, the tested form may be a part): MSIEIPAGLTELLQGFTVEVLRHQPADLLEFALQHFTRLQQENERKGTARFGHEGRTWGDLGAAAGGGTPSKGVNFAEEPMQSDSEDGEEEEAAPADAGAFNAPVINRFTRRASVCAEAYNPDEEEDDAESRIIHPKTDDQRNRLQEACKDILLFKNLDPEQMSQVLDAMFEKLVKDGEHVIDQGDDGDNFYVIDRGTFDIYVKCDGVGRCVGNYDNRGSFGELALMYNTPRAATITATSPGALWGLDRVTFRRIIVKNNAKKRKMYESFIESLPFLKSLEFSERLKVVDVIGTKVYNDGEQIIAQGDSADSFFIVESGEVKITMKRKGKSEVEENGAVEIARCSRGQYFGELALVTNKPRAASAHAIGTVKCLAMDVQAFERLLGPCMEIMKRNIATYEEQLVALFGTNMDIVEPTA
SR-BI DiI-HDL act: activators of SR-BI mediated HDL lipid uptake; CHO ldlA[mSR-BI] cells, DiI-HDL uptake fluorescence, 3 h; 100 = double the neutral-control signal; activation, % at 12.5 µM; actives 0.096% (n = 320,000);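 active = mean replicate activation of at least 60% and every replicate at or above 60%; inconclusive = mean or all-replicate condition met, but not both; inactive = mean below 60% and not all replicates reaching 60%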;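 also: 0% = median plate neutral-control signal and 100% = twice that signal; values of inactives mirror those of a sister screen read the other way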
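system = CHO ldlA[mSR-BI] cells, LDL receptor-null, SR-BI overexpressing | medium = Ham's F12 with 0.5% BSA, HEPES 25 mM, pH 7.4 | probe or stimulus = DiI-HDL 10 µg/mL | compound dosing = single-point compound dose | incubation = compound exposure 3 h, 37 °C | technique = DiI fluorescence, bottom read | read-out = cell-associated DiI fluorescence as measure of HDL uptake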
CAL PDZ FP-2: blocks peptide binding to the human CAL PDZ domain. inhibition, % at 24.9 µM. purified CAL PDZ, TMR-peptide fluorescence polarization, 1 h. AID 602252. actives 0.92% (n = 300,000);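 active = mean inhibition of at least 30% with at least half of replicates also reaching 30%; inconclusive = no clear call, values can overlap the other calls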;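 also: 0% = DMSO neutral control and 100% = excess unlabeled competitor peptide PRC23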
The depositor's hits bear a star; ? = inconclusive; . = no result given.

SMILES	RTF Ca sens act	Cardiac RTF inh	C-LANA FP	Rtt109 Vps75	DAGLB inh	CAL PDZ FP-1	Keap1 Nrf2 FP	PKA-R2B act	SR-BI DiI-HDL act	CAL PDZ FP-2
COc1cc(CNCCc2ccc(S(N)(=O)=O)cc2)ccc1OCC(=O)N1CCCCC1	-2	0	1.5	0	0	1.0	0	2	5	-17
O=C(C[n+]1ccccc1)N/N=C/c1ccccc1[N+](=O)[O-]	10	3	0.4	13	0	-3.0	-1	-11	-4	-1
CCOc1ccc(N2CC(C(=O)NC3CCSC3=O)CC2=O)cc1 (centres undefined)	-1	-3	-0.8	3	-4	-1.2	0	-10	-1	13
O=C(CC1C(=O)Nc2ccccc2N1CC(=O)N1CCCC1)Nc1ccc(Br)cc1 (centres undefined)	4	-4	1.6	2	2	-1.6	-3	11	-21	-1
CCOC(=O)C1CCN(C(=O)COc2ccc(Cl)cc2C)CC1	2	3	0.4	-4	-6	-1.3	-1	-2	6	-6
Cc1ccc(NC(=O)Cn2cccc2)cc1	-1	2	-0.7	0	0	-1.4	2	-12	-12	-4
Cc1cc(C)nc(Nc2n[nH]c(COc3ccc4ccccc4c3)n2)n1	5	-8	-0.5	-9	3	-1.7	-5	-9	6	.
COc1ccc(F)cc1C(=O)C1CCCN(Cc2c[nH]c3ccccc23)C1 (centres undefined)	0	-3	0.2	3	-1	-1.0	-4	1	-8	5
COc1ccc(OC)c(S(=O)(=O)N2CCCC(C(=O)N3CCCCCC3)C2)c1 (centres undefined)	-5	-5	0.8	0	2	-1.0	0	-9	5	-4
CC(C=Cc1ccccc1)=NNS(=O)(=O)c1ccc([N+](=O)[O-])cc1	-5	4	-1.1	-1	6	-4.3	3	3	6	-7
O=C(NCc1ccc2c(c1)OCO2)c1ccc(NS(=O)(=O)c2ccc3c(c2)OCCO3)cc1	3	1	-2.4	5	-1	-1.8	4	7	9	-4
COc1ccc(C(O)(c2ccccc2)C(C(=O)O)c2ccccc2)cc1 (centres undefined)	5	-2	0.8	-9	-1	-0.1	-7	-6	-11	-2
Cc1ccccc1CSCc1nc2ccccc2[nH]1	9	-2	-1.2	-5	-2	-0.9	-2	-3	17	-1
O=C(O)C(c1cccs1)C1(O)CCCCC1 (centres undefined)	0	5	0.4	3	-1	-0.7	2	-2	15	-5
O=C(CN1C(=O)COc2ccccc21)N1CCN(C2CCCCC2)CC1	3	-1	2.1	-18	2	-3.8	4	3	15	-1
CCOc1ccccc1OCCCC(=O)N1CCN(S(=O)(=O)c2ccc(C)cc2C)CC1	-5	-2	-1.2	-7	-2	-1.3	2	4	-40	-2
Cc1nn(-c2ccccc2)c2sc(C(=O)OCn3nnc4ccccc4c3=O)cc12	0	-3	0.7	1	-3	-0.3	2	2	-12	-2
N#CCCN(/N=C/c1cccnc1)C1=NS(=O)(=O)c2ccccc21	-4	2	1.0	-1	2	-2.6	-2	-9	22	0
CCNC(=O)Nc1cc(S(=O)(=O)Nc2ccc(OC)cc2)ccc1N1CCOCC1	1	-8	-0.6	7	-3	0.5	-3	-4	-3	1
COC(=O)c1ccc(Nc2cc(C)nc3ccccc23)cc1	-6	-5	-1.0	-27	-2	0.0	-7	-1	20	-3
CN1CCN(c2ccc(NC(=O)CSc3ccccc3)cc2F)CC1	3	-9	0.4	12	3	-3.0	3	2	14	-1
CN(C)c1ccc(C(=O)Nc2cccc(S(=O)(=O)NC3=NCCCCC3)c2)cc1	0	9	-0.6	6	2	0.9	-4	-5	-57	3
O=C(NC(=S)Nc1ccc(Br)c(Cl)c1)C1CC1	-2	1	0.7	20	-5	-2.8	0	-6	-2	-5
Cn1c(=O)[nH]c(=O)c2c1nc(N1CCCCCC1)n2CCSc1nc2ccccc2o1	11	0	0.9	-2	2	0.3	-4	5	50	.
CN1CCC(OC(=O)COc2ccc(Br)cc2)CC1	0	-3	-1.3	7	-1	0.3	0	-11	19	6

Quoted from the listing.
`CC(C=Cc1ccccc1)=NNS(=O)(=O)c1ccc([N+](=O)[O-])cc1` in Keap1 Nrf2 FP is listed with 3
`COc1ccc(OC)c(S(=O)(=O)N2CCCC(C(=O)N3CCCCCC3)C2)c1` (centres undefined) in DAGLB inh is listed with 2

(more compounds)
SMILES	RTF Ca sens act	Cardiac RTF inh	C-LANA FP	Rtt109 Vps75	DAGLB inh	CAL PDZ FP-1	Keap1 Nrf2 FP	PKA-R2B act	SR-BI DiI-HDL act	CAL PDZ FP-2
CC(=O)Nc1ccc(C(=O)OCc2ccc(F)cc2)cc1	-2	-4	-1.1	11	-4	-2.9	2	-1	-6	-3
O=C(Nc1ccccc1F)C(=O)Nc1cccc2ccccc12	-1	2	5.2	-4	-9	-1.8	-5	1	-35	0
COc1ccc(-n2nc(C(=O)NCC(=O)O)c3ccccc3c2=O)cc1	-4	-3	-0.4	.	0	0.2	-4	4	45	1
O=C(COC(=O)c1ccc(O)cc1)NCCc1c[nH]c2ccccc12	-7	-3	1.6	4	-2	0.3	1	-12	9	4
COc1ccc(C(=O)c2c(NC(C)=O)sc3c2CCN(C(=O)OC(C)(C)C)C3)cc1	.	.	-1.6	5	.	-1.4	1	.	3	.
O=C(Cn1cncn1)N/N=C/c1cc([N+](=O)[O-])ccc1O	3	1	2.0	2	1	-1.0	-1	-5	5	-2
Cc1ccc2c(c1)N(CCC(=O)NC1CCCCC1C)C(=O)CO2 (centres undefined)	-6	2	-0.4	2	-3	-1.8	-4	-4	2	-3
O=S(=O)(NCC(c1cccnc1)N1CCOCC1)c1ccc(Cl)cc1 (centres undefined)	-2	0	0.7	-3	2	-2.9	-3	8	5	-1
CC1CCCN(C(=O)CN2CCC(c3nc4ccc(Cl)cc4[nH]3)CC2)C1 (centres undefined)	1	8	2.1	10	1	-2.0	0	-11	1	-6
O=C(Nc1ccc(C(=O)N2CCCC2)cc1)c1ccccc1Br	-1	1	0.2	14	-2	-2.7	0	-2	24	-1
COc1cc(-c2ncc3ccccn23)cc(OC)c1OC	10	9	-1.3	0	1	0.4	0	6	-13	2
COC(=O)C1=C(C)N=C2SC(C)C(=O)N2C1/C=C/c1ccccc1 (centres undefined)	5	-10	-0.3	-8	0	-2.9	-1	-6	-7	-6
COc1cc2cc(C(=O)Nc3ccc4c(c3)OCCO4)[nH]c2cc1OC	-4	3	0.8	?	4	2.0	-3	-2	-71	3
Cc1ccc(-c2nn(-c3cc(Cl)ccc3[N+](=O)[O-])c(=O)c3ccccc23)cc1C	-2	-1	-1.0	-16	-8	-1.0	0	-7	-40	-4
CCCC1=[N+](CC(=O)c2ccc(Br)cc2)CCn2cccc21	12	-6	0.0	9	4	-2.0	-7	-8	-33	-1
COCCN(C(=O)CCC(=O)Nc1ccccn1)C(C(=O)NC1CCCC1)c1ccc(OC)cc1 (centres undefined)	-3	0	-0.2	2	-2	0.1	1	3	19	-1
S=c1[nH]c2ccccc2o1	-5	-4	-1.6	8	-2	-1.8	-1	-15	-7	-1
Cc1ccc(S(=O)(=O)Nc2cc(C)c(O)c(Sc3n[nH]c(C)n3)c2)cc1	-7	-4	0.3	-11	2	-0.8	-2	-1	.	-1
COc1ccc(CC(=O)N(C)Cc2cccc(F)c2)cc1S(=O)(=O)N1CCOCC1	25	4	-2.1	-1	-2	-0.2	-6	-16	15	-5
CNC(=O)C(=O)N/N=C/c1cccnc1	-2	-2	1.4	4	0	-0.4	-5	-4	3	-5
COc1cccc(C(=O)Nc2cccc(C(=O)NC3=NN(c4c(Cl)cc(Cl)cc4Cl)C(=O)C3)c2)c1	-1	-4	1.7	.	36*	-4.0	-5	-7	-50	-1
CC(C)CNc1nc(Oc2ccc(=O)[nH]n2)nc(N(C)C)n1	2	-4	-0.2	-9	1	0.1	1	-8	3	.
CCCn1c(C)cc(C(=O)COC(=O)c2c(C)nn(-c3ccccc3)c2C)c1C	-1	-4	-4.6	5	-6	1.6	-1	-26	-8	-2
CCOC(=O)C(Cc1ccccc1)NC(=O)CCCC(=O)c1ccccc1 (centres undefined)	8	-3	0.3	-5	-1	-3.7	-1	-5	5	-3
Cn1c(COc2ccccc2)nnc1SCC(=O)Nc1ccc(N2CCOCC2)c(Cl)c1	-4	10	0.7	3	0	-2.3	1	-5	36	-3
SMILES	RTF Ca sens act	Cardiac RTF inh	C-LANA FP	Rtt109 Vps75	DAGLB inh	CAL PDZ FP-1	Keap1 Nrf2 FP	PKA-R2B act	SR-BI DiI-HDL act	CAL PDZ FP-2
O=C(O)c1cccc(Oc2ccc([N+](=O)[O-])cc2)c1	3	0	-0.4	5	-3	-0.3	6	-7	-4	.
O=c1c2cn[nH]c2[nH]c(=S)n1-c1ccccc1F	3	0	0.6	-2	-1	-0.4	-1	1	15	.
S=C1NC2=C(CCCC2=C2SCCCS2)C(c2ccccc2)N1 (centres undefined)	18	-11	0.1	0	8	-2.3	-4	-2	2	-6
O=C(Cc1ccc(Br)cc1)N1CCN(c2ccccc2)CC1	4	-4	-0.3	-8	-5	-2.9	-3	-4	8	-2
C=CCn1c(SCc2csc(-c3ccc(C)cc3)n2)nnc1-c1ccccc1OC	-6	-5	-1.6	5	-9	-1.3	-2	0	-22	-7
CC(=O)Nc1ccc(S(=O)(=O)NCCC(=O)Nc2cc(C)ccn2)cc1	4	-6	-0.5	2	2	-1.2	-4	7	14	30*
Cc1ccc(OCCCC(=O)Nc2ccc3c(c2)OCCO3)cc1	4	-9	-1.6	-3	-6	-0.1	-4	-8	-2	.
Cc1ccc(S(=O)(=O)c2c[nH]c3ccc(Cl)cc3c2=O)cc1	5	-5	-0.8	-5	-1	-0.3	-3	3	24	-7
Cc1ccc(CNC(=O)COC(=O)CSc2cc(C)c(Br)cc2C)cc1	-5	5	-2.3	-6	-5	-0.3	0	-8	-1	1
CCOC(=O)[C@H]1[C@H]2COc3ccc(Cl)cc3[C@@H]2N2C(=O)[C@@H](CO)NC(=O)[C@@]12C	-3	-15	0.9	10	-1	-1.2	-3	-3	9	2
COc1ccccc1-c1cc(N)n(S(=O)(=O)c2ccc(F)c(C)c2)n1	2	-2	1.4	-2	-3	-0.9	-1	-9	7	.
CCC1CN(C(=O)N2CCC(C(=O)NCc3ccc(F)cc3)CC2)c2ccccc2O1 (centres undefined)	-5	-3	-2.3	-5	-3	-0.3	-1	-10	-68	-14
CN(C)CC/C=C1\c2ccccc2Sc2cc(F)c(Cl)cc21	2	5	-1.6	24	3	-2.6	-3	-2	4	-5
CCN(CC)CCN(C(=O)c1cc2ccccc2cc1OC)c1nc2ccc(F)cc2s1	-9	6	0.4	22	-7	-2.5	-4	-7	-17	4
